NCI-60 one-dose screen, 48 h, at 10 µM unless noted. Numbers give growth in % (100 = growth as untreated, 0 = no growth, -100 = all killed).
OVCAR-8 – OVCAR-8 ovarian cancer; 81,000 compounds, 4.4% hits
OVCAR-3 – OVCAR-3 ovarian cancer. 79,000 compounds, 7% hits
ACHN – ACHN renal cancer. 81,000 compounds, 4.9% hits. AID 1794771
A498 – A498 renal cancer cells; 76,000 compounds, 5.4% hits; AID 1794774
CAKI-1 – CAKI-1 renal cancer | 75,000 compounds, 4.7% hits | AID 1794772
OVCAR-4 – OVCAR-4 ovarian cancer cells; 80,000 compounds, 3.7% hits
RXF 393 – RXF 393 renal cancer cells; AID 1794773; 77,000 compounds, 6.9% hits
OVCAR-5 – OVCAR-5 ovarian cancer; 82,000 compounds, 2.9% hits; AID 1794783
An asterisk follows results filed as active; . = not tested or not shown; & = joins results of further samples. How the source made its calls: active means growth percent below 10; inactive means the rest.

(1) CCOC(=O)c1nnnn1CC(=O)c1cc(OC)c(OC)c(OC)c1
(2) Oc1ccc(F)c(Nc2nc(SCCN3CCOCC3)nc3c2cnn3CC(Cl)c2ccc(Br)cc2)c1 (stereo not drawn)
(3) CC(C)C[C@@H](C=O)NC(=O)[C@H](Cc1ccccc1)NC(=O)c1cnccn1
(4) O=C(C=C=Nc1ccccc1)C(=O)N=C=Cc1ccccc1
(5) CCCCNC(=O)CCC
(6) O=C(Nc1ccccc1)Nc1cc(-c2ccccc2)on1
assay / compound | 1 | 2 | 3 | 4 | 5 | 6
OVCAR-8 | 103 | 20 | 111 | 61 | 99 | 109
OVCAR-3 | 112 | 26 | 125 | 14 | 109 | 112
ACHN | 103 | 17 | 103 | -58* | 106 | 104
A498 | 97 | 63 | 113 | 102 | 97 | 82
CAKI-1 | . | 24 | 93 | 18 | 95 | 89
OVCAR-4 | 91 | 32 | 109 | 51 | 104 | 96
RXF 393 | 112 | -48* | 103 | -46* | 116 | 108
OVCAR-5 | 105 | 41 | 106 | 75 | 104 | 102

Ordered by count of non-hydrogen atoms (rising): part of the list above
(5) CCCCNC(=O)CCC
(6) O=C(Nc1ccccc1)Nc1cc(-c2ccccc2)on1
(4) O=C(C=C=Nc1ccccc1)C(=O)N=C=Cc1ccccc1
(1) CCOC(=O)c1nnnn1CC(=O)c1cc(OC)c(OC)c(OC)c1
(3) CC(C)C[C@@H](C=O)NC(=O)[C@H](Cc1ccccc1)NC(=O)c1cnccn1
(2) Oc1ccc(F)c(Nc2nc(SCCN3CCOCC3)nc3c2cnn3CC(Cl)c2ccc(Br)cc2)c1 (stereo not drawn)
assay / compound | 5 | 6 | 4 | 1 | 3 | 2
OVCAR-8 | 99 | 109 | 61 | 103 | 111 | 20
OVCAR-3 | 109 | 112 | 14 | 112 | 125 | 26
ACHN | 106 | 104 | -58* | 103 | 103 | 17
A498 | 97 | 82 | 102 | 97 | 113 | 63
CAKI-1 | 95 | 89 | 18 | . | 93 | 24
OVCAR-4 | 104 | 96 | 51 | 91 | 109 | 32
RXF 393 | 116 | 108 | -46* | 112 | 103 | -48*
OVCAR-5 | 104 | 102 | 75 | 105 | 106 | 41

Next section:
(7) O=C(NCc1ccccc1)c1ccc(Cl)cc1
(8) Oc1c(CN2CCOCC2)cc(CN2CCOCC2)c(O)c1CN1CCOCC1
(9) COc1cc2oc(-c3cccc(NC(=O)c4ccc([N+](=O)[O-])cc4)c3)cc(=O)c2c(OC)c1OC
(10) N#Cc1c(-c2ccc(Cl)cc2)nc(SCc2ccc(F)cc2)nc1N1CCNCC1
(11) Cc1cc(=O)oc2cc3occ(CCNC(=O)c4ccccc4C(=O)O)c3cc12
(12) CCCCC/C(C)=N\NC(N)=S
assay / compound | 7 | 8 | 9 | 10 | 11 | 12
OVCAR-8 | 109&106 | 107 | 33 | 39 | 105 | 65
OVCAR-3 | 109&108 | 127 | 53 | 38 | 120 | 43
ACHN | 105&104 | 103 | 46 | 36 | 100 | 93
A498 | 86 | 109 | 66 | 65 | 96 | 85
CAKI-1 | 93&101 | 108 | 90 | 50 | 102 | 95
OVCAR-4 | 107&94 | 110 | 42 | 79 | . | 68
RXF 393 | 121&120 | 137 | 52 | 59 | 135 | 86
OVCAR-5 | 106&105 | 105 | 90 | 86 | 110 | 103

(13) NCC(=O)Nc1ccc(O)cc1
(14) COc1cc(-c2nnc(-c3nc(-c4cc(OC)c(OC)c(OC)c4)n4ccccc34)o2)ccc1O
(15) CSc1nc2c(c(=O)[nH]1)N=C1c3ccccc3C(=O)C1C(c1ccccc1)N2 (stereo not drawn)
(16) CCN(CC)Cc1ccc(CNc2cc(OC)nc3nc(C)nn23)cc1
(17) O=c1c(-c2nc3ccccc3s2)cc2c(n1NS(=O)(=O)c1ccc(Cl)cc1)CCCC2
(18) O=C1C(SCCO)=C(SCCO)C(=O)N1c1ccc(-c2ccccc2)cc1
assay / compound | 13 | 14 | 15 | 16 | 17 | 18
OVCAR-8 | 109 | 62 | 61 | 99 | 94 | 3.4*
OVCAR-3 | 103 | 113 | -12* | 108 | 93 | -92*
ACHN | 94 | 91 | 49 | 110 | 94 | -100*
A498 | 96 | 104 | 45 | 102 | . | 105
CAKI-1 | 104 | 83 | . | 93 | 79 | .
OVCAR-4 | 102 | 95 | 73 | 103 | 96 | 10
RXF 393 | 108 | 96 | . | 105 | 108 | .
OVCAR-5 | 96 | 107 | 83 | 109 | 102 | 102

Single records, as listed above. Screens in order: OVCAR-8	OVCAR-3	ACHN	A498	CAKI-1	OVCAR-4	RXF 393	OVCAR-5
Record of COc1cc(-c2nnc(-c3nc(-c4cc(OC)c(OC)c(OC)c4)n4ccccc34)o2)ccc1O = 62	113	91	104	83	95	96	107
Record of NCC(=O)Nc1ccc(O)cc1 = 109	103	94	96	104	102	108	96
Record of O=c1c(-c2nc3ccccc3s2)cc2c(n1NS(=O)(=O)c1ccc(Cl)cc1)CCCC2 = 94	93	94	.	79	96	108	102

(more compounds)
(19) O=C1NN=C2CCCCCCCCCCC12 (stereo not drawn)
(20) CCn1cc(C2=C(c3cccc4ccccc34)C(=O)N(O)C2=O)c2cc(Br)ccc21
(21) COc1ccc2ccc3ccc(OC)c(OC(C)=O)c3c2c1
(22) CCOC(=O)c1c(NC(=O)c2ccccc2)sc2c(O)c(CN(CC)CC)ccc12
(23) COC1=CC(c2ccc[nH]2)=N/C1=C\c1[nH]c(C)c(CCCn2cc(CCC[C@@H]3Cc4cc(O)ccc4C4CC[C@]5(C)[C@@H](O)CC[C@H]5C43)nn2)c1C (stereo partly drawn)
(24) O=C(/C=C/c1cccnc1Cl)c1c(O)ccc2ccccc12
assay / compound | 19 | 20 | 21 | 22 | 23 | 24
OVCAR-8 | 103 | 114 | 83 | 2.1* | 93 | 87
OVCAR-3 | 100 | 90 | 96 | -62* | 88 | 101
ACHN | 96 | 95 | 116 | 30 | 74 | 88
A498 | 94 | 86 | 48 | -23* | 78 | 115
CAKI-1 | 95 | 58 | 104 | 1.5* | 98 | 79
OVCAR-4 | . | 107 | 77 | 43 | . | 89
RXF 393 | 110 | 94 | 93 | -27* | 63 | 75
OVCAR-5 | 108 | 121 | 112 | 49 | 78 | 99

(continued)
no.	smiles	OVCAR-8	OVCAR-3	ACHN	A498	CAKI-1	OVCAR-4	RXF 393	OVCAR-5
25	COc1cc2cc3c(nc2cc1OC)CCN3Cc1ccc(NC(=O)Nc2ccc(Cl)c(Cl)c2)cc1	90	96	94	56	71	84	76	82
26	CCCCCCCCCCCCCCC/C([O-])=N/[N+](C)(C)CC(C)O (stereo not drawn)	101	96	77	53	55	69	.	90
27	Nc1ccc(S(=O)(=O)N/N=C/c2ccccc2Cl)cc1	53	112	108	121	57	105	.	91
28	COc1ccccc1-c1cnc2[nH]c(-c3ccccc3)c(C#N)c(=O)n12	103	87	85	54	91	95	102	110
29	O=S(=O)(N=C1C=CC(=NS(=O)(=O)c2ccccc2)C=C1)c1ccccc1	96	120	93	95	108	116	105	117
30	O=c1c(I)c[nH]cc1I	91	114	104	92	98	107	110	102
31	O=C1NC(=O)C(=Cc2cn(Cc3ccccn3)c3ccccc23)C(=O)N1	101	102	104	-90*	14	93	.	-51*
32	CC1CCN(C(=O)CSc2nc3sc4c(c3c(=O)[nH]2)CCCC4)CC1	102	116	101	96	96	108	117	102
33	CNc1nnc(Cn2nc(-c3ccccc3)ccc2=O)s1	120	123	105	126	99	115	.	105
34	O=C(N/N=C/c1cc(Cl)ccc1[N+](=O)[O-])c1cccc2ccccc12	35	93	69	77	80	27	78	94
35	Cc1ccc(/C=C/C(=O)c2ccc(NC(=O)CSc3nc4c([nH]3)c(=O)n(C)c(=O)n4C)cc2)cc1	96	101	110	93	103	99	113	108
36	CC[N+](CC)(CC(=O)Nc1c(C)cccc1C)Cc1ccccc1	105&95	109&104	101&98	107&106	92&108	105&80	106&93	99&119

(more compounds)
no.	smiles	OVCAR-8	OVCAR-3	ACHN	A498	CAKI-1	OVCAR-4	RXF 393	OVCAR-5
37	Nc1cc(Cl)c([N+](=O)[O-])cc1O	94	105	92	141	90	83	106	.
38	Cc1ccc(-c2nc(N3CCN(C(=O)Nc4ccc(Cl)c(C(F)(F)F)c4)CC3)c3ccccc3n2)cc1	74	75	72	46	54	78	68	87
39	CCOC(=O)C1CC(=O)c2ccccc2C1c1ccccc1 (stereo not drawn)	106	110	97	.	92	91	103	87
40	COc1ccc(/C=C/C(=O)c2cccc(OCCCOc3cccc(C(=O)/C=C/c4ccc(OC)cc4)c3)c2)cc1	78	83	58	76	70	51	93	99
41	CC/C=C\C[C@H](O)C/C=C1/C(=O)C=C[C@@H]1C/C=C\CCCC(N)=O	12	3.3*	-82*	55	11	56	-81*	30
42	O=C(OCc1nc2nc(Cl)nc(N3CCOCC3)c2[nH]1)n1ccnc1	-45*	-85*	-100*	-4.2*	-69*	-38*	.	22
43	CCOC(=O)c1sc(NCC(=O)Nc2ccc(Br)cc2)c(C(=O)OCC)c1C	99	103	99	80	99	100	106	107
44	Cc1nc(N2CCCCC2)[nH]c(=O)c1CN(C)N=O	127	103	101	103	100	112	112	101
45	CC(=O)OC1C=CCC2C(=O)c3cccc(O)c3C(O)C12 (stereo not drawn)	100	118	104	.	101	101	113	114
46	Oc1cccc2ccc(-c3nnc(SCc4ccc(O)c5ncccc45)o3)nc12	.	2.7*	7.9*	35	8.3*	20	.	41
47	C#CCOCC1CN(C)C(=O)O1 (stereo not drawn)	94	109	105	107	104	116	131	126
48	COc1ccc(-c2[nH]c3ccccc3c2/C=C(\C#N)S(=O)(=O)c2ccccc2)cc1	44	-36*	51	2.3*	-14*	-14*	-12*	32

Carrying on:
no.	smiles	OVCAR-8	OVCAR-3	ACHN	A498	CAKI-1	OVCAR-4	RXF 393	OVCAR-5
49	CCOC(=O)C1=CC=C(c2cc3cc(Br)ccc3oc2=O)NC1C (stereo not drawn)	115	110	105	100	99	103	100	102
50	CCOP(=O)(OCC)OC[C@]1(C)CC[C@]2(C)CC[C@]3(C)C(=C2C1)C=C[C@@H]1[C@@]2(C)CCCNC(C)(C)[C@@H]2CC[C@]13C	94	112	100	93	75	90	64	115
51	CN(C)c1ccc2c(N(C)C)cc(N(C)C)nc2c1	78	94	76	79	69	72	98	102
52	NC(CCl)=NCCC[C@H](N)C(=O)O	100	117	105	102	97	93	100	105
53	CC(=O)Nc1nc(-c2n[nH]c(=S)n2-c2ccc(Oc3ccccc3)cc2)cs1	107	116	104	.	90	117	115	111
54	COc1ccccc1/C=C/C=N/NC1=NC2C(S1)N(C)C(=O)N2c1ccccc1 (stereo not drawn)	24	-27*	25	.	46	57	1.6*	33
55	O=C(O)c1cc(/C=C/c2ccccc2)c2sc(=O)[nH]c2n1	99	110	112	86	100	106	105	110
56	Clc1ccc(/C(=N/N2CCCCCC2)c2ccccc2)cc1	111	104	108	.	99	102	100	104
57	O=C(O)c1cc(NCc2cccc(Br)c2)ccc1N1CCOCC1	101	103	103	.	94	93	131	104
58	COc1ccc(-c2ccc3cnc4sc(-c5ccccc5)nc4c3n2)cc1	94	101	86	68	99	106	103	103
59	Cc1cc(C(=O)O)c(C)cc1C(=O)O	104	136	112	103	102	.	116	96
60	COc1ccc(N2C(=O)c3sc4nc5ccsc5c(=O)n4c3C2=O)c(OC)c1	94	100	104	140	91	96	87	109

High-throughput results deposited in PubChem by NCI.
